# Screens deposited in PubChem by The Scripps Research Institute Molecular Screening Center.
# V1aR counter = counter-screen for oxytocin receptor agonists: human V1a receptor agonists | P37288 | activation, % at 3 µM | CHO-V1R cells, Fluo-8 calcium fluorescence, agonist mode; 0% DMSO, 100% 3 nM vasopressin | hit rate 0.25% among 320,000;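 active = activation above the mean activation of all tested compounds plus 3 SD, per screening run, cut at about 20% in these data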;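 also: signal is peak over basal fluorescence ratio across a 100 second FLIPR read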
# Target sequence (P37288 whole entry, looked up): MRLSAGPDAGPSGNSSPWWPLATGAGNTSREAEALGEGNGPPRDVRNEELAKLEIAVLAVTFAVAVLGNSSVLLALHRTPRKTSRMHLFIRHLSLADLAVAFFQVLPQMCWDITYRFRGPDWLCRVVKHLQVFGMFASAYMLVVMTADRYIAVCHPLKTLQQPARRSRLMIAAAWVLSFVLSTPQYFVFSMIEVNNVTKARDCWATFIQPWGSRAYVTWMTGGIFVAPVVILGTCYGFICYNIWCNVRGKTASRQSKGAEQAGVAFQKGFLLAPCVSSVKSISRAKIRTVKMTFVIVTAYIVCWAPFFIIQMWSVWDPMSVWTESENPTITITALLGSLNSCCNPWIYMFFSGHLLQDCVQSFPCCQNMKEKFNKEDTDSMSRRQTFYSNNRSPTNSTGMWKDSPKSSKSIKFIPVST
# GalR3 antag = human GalR3 antagonism; O60755; HEK293 GalR3-CNG cAMP membrane potential fluorescence; galR3 body fused to GalR1 C-terminus; inhibition, % at 3 µM; hit rate 0.44% among 360,000; AID 651719;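 active = inhibition above the screen-wide average plus 3 SD, cut at about 13% in these data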;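 also: forskolin and galanin both at EC90 stimulate the cells; cAMP rise reported by CNG channel membrane potential dye signal; 0% = forskolin plus galanin with DMSO and 100% = forskolin alone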
# Target sequence (O60755 1-299 limits assumed): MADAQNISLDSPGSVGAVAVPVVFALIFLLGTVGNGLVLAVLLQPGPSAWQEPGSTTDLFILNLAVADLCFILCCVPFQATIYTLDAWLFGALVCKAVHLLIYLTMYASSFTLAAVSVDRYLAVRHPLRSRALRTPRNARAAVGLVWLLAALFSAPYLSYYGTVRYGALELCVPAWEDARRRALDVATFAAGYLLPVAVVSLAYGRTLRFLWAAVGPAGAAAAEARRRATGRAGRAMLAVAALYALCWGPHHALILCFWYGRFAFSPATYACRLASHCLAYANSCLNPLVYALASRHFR
# OXTR agonist = agonists of human oxytocin receptor. P30559. CHO-OTR cells, Fluo-8 calcium fluorescence; normalized: DMSO 0%, oxytocin 100%. activation, % at 3 µM. hit rate 0.32% among 320,000;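 active = activation above the mean of all tested compounds plus 3 SD, cutoff set per screening run, cut at about 20% in these data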;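 also: peak over basal fluorescence ratio from a 100 s FLIPR kinetic read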
# Numbers without * were called inactive. Only part of the results is shown; the hit share may differ from the screen's.
SMILES,V1aR counter,GalR3 antag,OXTR agonist
COCOc1ccc(-c2cc(=O)c3c(O)cc(OCOC)cc3o2)cc1,0.1,-1,0.3
NC(=O)C1CCN(c2nc(-c3cccnc3)cs2)CC1,1.3,-4,0.7
COc1ccccc1N(CCC#N)C(=S)Nc1ccc(S(=O)(=O)N2CCOCC2)cc1,4.4,-6,1.0
O=C(OC1CO[C@H]2O[C@@H]1[C@H](OC(=O)c1ccccc1)[C@H]2OC(=O)c1ccccc1)c1ccccc1 (some centres undefined),-0.3,-3,0.0
O=C(c1ccc(NS(=O)(=O)c2ccc3[nH]c(=O)[nH]c3c2)cc1)N1CCN(c2ccccc2)CC1,0.6,-7,0.1
O=C(CC1SC(N2CCCCC2)=NC1=O)Nc1cccc(C(=O)Nc2ncccc2O)c1 (centres undefined),-1.2,-1,-1.6
CN(CC(=O)Nc1ccc(F)c(F)c1F)C(=O)C1COc2ccccc2O1 (centres undefined),1.4,-7,1.2
COc1ccc(CNC(=O)Cn2cnc3c(SC)nc(N)nc32)cc1,6.3,-5,4.8
O=C(C1=COCCO1)N(Cc1nnc(-c2ccc(Cl)cc2)o1)C1CC1,-0.5,-5,-1.4
OCCNc1nc(Nc2ccccc2O)nc(N2CCCC2)n1,2.2,-1,4.2
O=C(COc1cccc(F)c1)NNC(=O)c1cccc(-n2cccc2)c1,-1.4,-4,-1.9
CCN(C(=O)CSc1nnc(-c2ccc(F)cc2)n1C)C1CCS(=O)(=O)C1 (centres undefined),0.5,-6,0.6
OCCCn1c(CCNc2nc(-c3ccc(F)cc3)cs2)nc2cc(C(F)(F)F)ccc21,0.3,-3,-0.4
c1ccc2c(C[C@@H]3CNCCN3CC3CCCCC3)cccc2c1,4.0,3,6.2
COc1ccc(S(=O)(=O)N2CCC(C(=O)Nc3nnc(C)s3)CC2)cc1OC,-1.4,-3,-2.1
COc1cc(NC(=O)COC(=O)c2ccccc2SCC(=O)N2CCCC2)cc(OC)c1,-0.5,-5,-1.4
COc1ccc(CCNC(=O)COC(=O)c2ccccc2NCCO)cc1OC,-1.7,-4,-0.4
Cc1ccccc1S(=O)(=O)N1CC(C(=O)O)=CC[C@H]1c1ccc(Cl)cc1,0.4,-5,0.9
CCOc1ccc(S(=O)(=O)Nc2cccc(C(=O)NCC(c3ccco3)N3CCCC3)c2)cc1 (centres undefined),3.3,1,4.3
COC(=O)Cc1ccc(OC(=O)c2cccc(S(=O)(=O)N3CCN(C)CC3)c2)cc1,2.1,-5,2.1
CNC(=O)c1c(NC(=O)CS(=O)(=O)c2ccccc2)sc(C)c1C,-1.1,-5,-0.3
Cc1ccc(S(=O)(=O)N2CCC(C(=O)OCC(=O)N(C)c3ccccc3)CC2)cc1C,0.9,-3,-1.4
Cc1cc(C)c2sc(N(CCCN(C)C)C(=O)c3ccc(S(=O)(=O)N(C)Cc4ccccc4)cc3)nc2c1,2.2,-4,11
Cc1ccc(NS(=O)(=O)c2cccc(C(=O)Nc3cccnc3)c2)c(C)c1,7.0,-8,9.0
CC(C)(OC(=O)c1cccs1)c1cc2ccccc2c(=O)o1,-1.4,-3,-1.6
SMILES,V1aR counter,GalR3 antag,OXTR agonist
O=C(NNC(=O)C1CC1)c1cc(=O)[nH]c2ccccc12,-0.1,-1,2.4
CCCC(=O)NC(C)c1nc(-c2ccc(C)cc2)no1 (centres undefined),7.9,-2,4.1
C=CCN1C(=O)C(=O)N(CC(=O)c2ccc3c(c2)CCCC3)C1=O,2.4,-3,0.1
CN(c1ccccc1)c1nccc(=O)[nH]1,-0.5,-2,0.7
COc1ccc2c(c1)[C@H]1[C@H](CO2)[C@H](c2ccccc2)[C@]2(C)C(=O)N(CC3CCCO3)CC(=O)N12 (some centres undefined),0.6,-7,0.6
CCCN(CC(=O)Nc1ccccc1OC)C(=O)c1cccc(S(=O)(=O)NCc2ccccc2)c1,-0.4,-4,-1.1
CC(C)[C@H](NS(=O)(=O)c1ccccc1)C(=O)Nc1ccccc1N1CCOCC1,-0.1,-6,-0.7
CC(C)(C)c1ccc(NC(=O)CSc2n[nH]c(=O)n2C2CC2)cc1,1.6,-4,1.6
Cc1ccc(S(=O)(=O)CC(=O)N(CCCN(C)C)c2nc3ccc(C)cc3s2)cc1,3.9,-6,6.9
CCN(CC(=O)Nc1c(F)cccc1F)C(=O)C1CCN(S(=O)(=O)c2ccc(C)c(C)c2)CC1,-0.1,2,-1.5
CN(CC(=O)Nc1cccc(F)c1)C(=O)c1cc(S(=O)(=O)N2CCN(c3ccccc3)CC2)ccc1Cl,3.9,-5,0.8
CN(C)c1ccc(C(CNC(=O)c2ccc(-c3ccccc3)cc2)N2CCOCC2)cc1 (centres undefined),0.5,-3,0.0
COc1ccccc1C1=CC(=O)CCC1,-0.3,-1,-1.2
CC1(c2nnc(-c3ccccc3)o2)CC(c2c(Cl)cccc2Cl)=NO1 (centres undefined),-0.5,-4,-1.7
O=C(Nc1ccccc1N1CCCC1)c1cccc(S(=O)(=O)N2CCOCC2)c1,0.6,2,-2.6
CCN(CC(=O)Nc1c(F)cccc1F)C(=O)C1CCC1,-0.5,-1,-0.1
O=C(O)C1CC(O)CN1S(=O)(=O)c1ccc2ccccc2c1 (centres undefined),-0.2,-3,0.5
COc1ccc(C)cc1NC(=O)C1CCCCN1S(=O)(=O)c1ccccc1 (centres undefined),-1.9,-2,-1.5
Cc1ccc(C)c(COC(=O)c2cc([N+](=O)[O-])ccc2N2CCOCC2)c1,0.6,2,-0.2
COc1ccc(Cl)c2sc(N3CCN(C(=O)C4=COCCO4)CC3)nc12,3.0,-4,2.7
Cc1ccc(S(=O)(=O)Nc2cccc3c2O[C@H](CN(C)C(=O)Nc2cccc4ccccc24)[C@H](C)CN([C@H](C)CO)C3=O)cc1,1.5,-6,0.7
COc1ccc(C)cc1NC(=O)COC(=O)c1ccc2c(c1)OCCO2,2.3,-7,2.8
O=S(=O)(NCC(c1ccco1)N1CCc2ccccc2C1)c1ccc(F)cc1 (centres undefined),-0.8,-5,-1.6
CCOc1ncccc1C(=O)NNC(=O)c1ccc(NS(=O)(=O)c2cccs2)cc1,-1.2,1,0.3
CC1CCc2c(sc(NC(=O)c3ccc(N4C(=O)CCC4=O)cc3)c2C(N)=O)C1 (centres undefined),4.4,-9,5.9

# An excerpt of these results, tab-delimited:
Molecule	V1aR counter	GalR3 antag	OXTR agonist
Cc1ccc(S(=O)(=O)CC(=O)N(CCCN(C)C)c2nc3ccc(C)cc3s2)cc1	3.9	-6	6.9
CCN(CC(=O)Nc1c(F)cccc1F)C(=O)C1CCN(S(=O)(=O)c2ccc(C)c(C)c2)CC1	-0.1	2	-1.5
CN(CC(=O)Nc1cccc(F)c1)C(=O)c1cc(S(=O)(=O)N2CCN(c3ccccc3)CC2)ccc1Cl	3.9	-5	0.8
CN(C)c1ccc(C(CNC(=O)c2ccc(-c3ccccc3)cc2)N2CCOCC2)cc1 (centres undefined)	0.5	-3	0.0
COc1ccccc1C1=CC(=O)CCC1	-0.3	-1	-1.2
CC1(c2nnc(-c3ccccc3)o2)CC(c2c(Cl)cccc2Cl)=NO1 (centres undefined)	-0.5	-4	-1.7
O=C(Nc1ccccc1N1CCCC1)c1cccc(S(=O)(=O)N2CCOCC2)c1	0.6	2	-2.6

# Additional records follow:
SMILES,V1aR counter,GalR3 antag,OXTR agonist
O=C1C=C(c2cccc(Br)c2)C[C@@H](c2ccc3c(c2)OCO3)C1,1.8,-9,-0.2
CCNc1nc(NCC)n2c(SCC(=O)Nc3ccccc3F)nnc2n1,2.9,-3,-0.4
CCC(=O)c1ccc(OCC(=O)OCC(=O)NCc2cccs2)cc1,0.0,-2,-0.7
CCCCn1c(N)c(N(CCC(C)C)C(=O)C2CCCN(C(=O)c3ccc(Cl)cc3)C2)c(=O)[nH]c1=O (centres undefined),-0.9,2,-0.1
CC(C)n1ncc2c(C(=O)NCc3ccccc3CN(C)C)cc(C3CC3)nc21,-0.1,-7,1.4
Cc1nc(C(=O)O)cc2c1[nH]c1ccccc12,1.0,-2,-0.9
CCOc1ccc(OCC(=O)OC(C)C(=O)NC2CCCC2)cc1 (centres undefined),1.4,-6,0.7
Cc1ccc(F)cc1NC(=O)COC(=O)COc1ccc(C#N)cc1,-0.3,-1,0.0
COc1ccc(NC(=O)C(OC(=O)c2cnc(C)cn2)c2ccccc2)cc1Cl (centres undefined),0.9,-1,1.2
Cc1nc(-c2ccc(F)cc2)c(CC(=O)N2CCN(S(=O)(=O)c3cccc(F)c3)CC2)s1,-0.6,-2,-3.0
NC(=O)c1ccc(N2CCN(S(=O)(=O)c3cccs3)CC2)c([N+](=O)[O-])c1,13,101*,16
N#Cc1ccc(OCC(=O)Nc2ccc3[nH]c(=O)[nH]c3c2)cc1,0.1,-3,0.5
COc1ccc(OCCCC(=O)ON=C(N)c2ccccc2C)cc1,0.3,3,-1.2
CCOc1ccc(S(=O)(=O)NCCC(=O)NCc2ccncc2)cc1,-0.3,-4,-0.5
COC(=O)c1ccc(-c2cc3onc(-c4ccccc4)c3c(=O)n2C)cc1,2.8,7,2.3
CCOC(=O)N1CCN(C(=O)c2ccc(Cl)c(NC(=O)c3cccs3)c2)CC1,1.2,1,-1.2
CC1(C)CC(=O)C=C(c2ccc3ccccc3c2)C1,-0.6,-8,-1.5
CCC(C(=O)OCC(=O)Nc1ccc(C)c(S(=O)(=O)N2CCOCC2)c1)c1ccccc1 (centres undefined),4.1,-4,1.4
COc1cc2c(cc1OC)CN(C(=O)c1ccc(N3CCCC3)c([N+](=O)[O-])c1)CC2,4.2,-2,6.8
COc1ccc(CCC(=O)Nc2cc(S(=O)(=O)N3CCOCC3)ccc2OC(C)C)cc1,-0.5,-4,-1.1
COc1c(O)cc(O)c2c(=O)cc(-c3ccccc3)oc12,0.2,-7,-0.2
CCCCCCSc1ccc(-c2nc3ccc(C)cn3c2NC2CCCCC2)cc1,3.1,-8,-0.7
CCCSc1ccc([C@H]2N[C@@](Cc3ccccc3)(C(=O)OC)[C@H]3C(=O)N(C)C(=O)[C@@H]23)cc1,1.2,-2,0.8
CCN(CC)S(=O)(=O)c1ccc(N2CCOCC2)c(NC(=O)CC2OC(=O)c3ccccc32)c1 (centres undefined),-0.3,3,0.4
COc1ccc(C(=O)OC(C)C(=O)NCC2CCCCC2)cc1S(=O)(=O)N1CCOCC1 (centres undefined),0.3,-6,4.2
SMILES,V1aR counter,GalR3 antag,OXTR agonist
COc1ccc([C@@H]2CC=C(C(=O)O)[C@H](c3ccccc3)N2S(=O)(=O)c2ccc(C)cc2)cc1OC,-0.2,-4,-0.5
Cc1ccc(Cl)c(OCC(=O)OCC(=O)c2ccc[nH]2)c1,0.3,-7,0.4
Cc1ccc(S(=O)(=O)N2CCN(C(=O)c3cc(-c4cccs4)nn3-c3ccccc3)CC2)cc1,-0.4,-5,0.0
O=C1c2ccc(Cl)cc2S(=O)(=O)c2cccc(C(=O)N3CCN(c4ccc(Cl)cn4)CC3)c21,1.3,1,0.2
Cc1ccc(S(=O)(=O)N2CCN(C(=O)COC(=O)CSc3cc(C)ccc3C)CC2)c(C)c1,2.2,-5,3.0
COc1ccc(NC(=O)COc2coc(CN3CCc4ccccc43)cc2=O)cc1,-0.1,-2,0.4
Cc1ccc(NC(=O)C2CCCN(C3=NS(=O)(=O)c4ccccc43)C2)c(O)c1 (centres undefined),0.2,-1,0.8
O=C(C[C@H]1C/C=C\CC[C@H](Cc2ccc(F)cc2)C(=O)O[C@H](c2ccccc2)CNC1=O)N[C@H](CO)Cc1ccccc1,2.0,-6,1.4
S=C(NCCc1ccccc1)Nc1nccs1,-0.5,-4,0.2
COc1ccc(S(=O)(=O)N(C)C[C@H]2Oc3c(cccc3N(C)C)C(=O)N([C@H](C)CO)C[C@@H]2C)cc1,0.7,-1,-0.9
O=C(NC(=S)Nc1ccc(Br)cc1F)C1CCCCC1,0.1,-4,-0.4
COc1ccc(C)cc1NC(=O)CO/N=C(\N)CC(=O)Nc1ccccc1OC,-0.7,-3,-0.4
COc1ccc(NC(=O)CSc2nnc(C3CC3)n2C)cc1S(=O)(=O)N1CCOCC1,0.9,-3,-0.7
COc1ccccc1NC(=O)COC(=O)CCc1ccc(S(=O)(=O)N2CCOCC2)cc1,1.8,-2,1.4
Cc1noc(C)c1C(=O)OCC(=O)N1CCc2ccccc21,0.5,-8,-1.5
O=S(=O)(NC1CCCCCC1)c1cccc(Cl)c1,-1.8,-2,-1.3
Cc1csc(=O)n1CCC(=O)OCC(=O)NCc1ccc(F)cc1,-0.2,-3,0.3
CCN(CC)S(=O)(=O)c1ccc(N2CCCC2)c(NC(=O)C2=NN(c3ccccc3)C(=O)CC2)c1,0.0,-5,-1.1
COc1cccc(C(CNC(=O)c2ccc(Cl)c(S(=O)(=O)N3CCCC3)c2)N(C)C)c1 (centres undefined),5.8,-5,5.8

# Three structures already listed, arranged by molar mass, lowest first.
SMILES,V1aR counter,GalR3 antag,OXTR agonist
O=C(NNC(=O)C1CC1)c1cc(=O)[nH]c2ccccc12,-0.1,-1,2.4
COc1ccc(C)cc1NC(=O)CO/N=C(\N)CC(=O)Nc1ccccc1OC,-0.7,-3,-0.4
COc1ccc([C@@H]2CC=C(C(=O)O)[C@H](c3ccccc3)N2S(=O)(=O)c2ccc(C)cc2)cc1OC,-0.2,-4,-0.5
